Compound activity: PubChem, National Center for Advancing Translational Sciences (NCATS)
FUS yeast rescue = rescues growth of FUS-expressing yeast. hit rate 0.24% among 390,000. S. cerevisiae FUS-expressing, growth rescue, OD600, 24 h. Potency, µM (top dose mostly 76.6 µM), for inactives: at the top dose growth rescue (activation), most hits filed as activators;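 further: plate controls were DMSO vehicle for no effect and reference control for full effect; nearly all actives have a fitted effect of over 55% in size; some results filed as inactive show a strong effect at the top dose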
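S. cerevisiae expressing FUS from galactose induction served as the toxicity model. Growth after 24hr at 30C, read as absorbance at 600 nm, indicates suppression of toxicity; compounds dosed at several concentrations.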
EPAC1 antag = blocks human EPAC1 exchange factor. hit rate 0.14% among 360,000. EPAC1 GEF assay, Rap1b-BODIPY-GDP exchange fluorescence. Potency, µM (doses to about 115 µM), for inactives: top-dose activity change, negative = inhibition, actives largely listed as inhibitors;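 further: plate controls were vehicle for no effect and positive control for full effect; nearly all actives have a fitted effect of over 50% in size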
EPAC2 antagonist = EPAC2 (human) antagonism; EPAC2 GEF exchange of Rap1B-BODIPY-GDP, fluorescence; Potency, µM (series often up to 114 µM), inactives show at the highest dose activity, negative = inhibition, usual class: inhibitors; Q8WZA2; hit rate 0.18% among 360,000; further: on the % scale 0 is the no-effect control and ±100 the full control effect; nearly all actives have a fitted effect of over 45% in size; many of its hits are not listed in these tables
Target sequence (Q8WZA2 whole entry, looked up): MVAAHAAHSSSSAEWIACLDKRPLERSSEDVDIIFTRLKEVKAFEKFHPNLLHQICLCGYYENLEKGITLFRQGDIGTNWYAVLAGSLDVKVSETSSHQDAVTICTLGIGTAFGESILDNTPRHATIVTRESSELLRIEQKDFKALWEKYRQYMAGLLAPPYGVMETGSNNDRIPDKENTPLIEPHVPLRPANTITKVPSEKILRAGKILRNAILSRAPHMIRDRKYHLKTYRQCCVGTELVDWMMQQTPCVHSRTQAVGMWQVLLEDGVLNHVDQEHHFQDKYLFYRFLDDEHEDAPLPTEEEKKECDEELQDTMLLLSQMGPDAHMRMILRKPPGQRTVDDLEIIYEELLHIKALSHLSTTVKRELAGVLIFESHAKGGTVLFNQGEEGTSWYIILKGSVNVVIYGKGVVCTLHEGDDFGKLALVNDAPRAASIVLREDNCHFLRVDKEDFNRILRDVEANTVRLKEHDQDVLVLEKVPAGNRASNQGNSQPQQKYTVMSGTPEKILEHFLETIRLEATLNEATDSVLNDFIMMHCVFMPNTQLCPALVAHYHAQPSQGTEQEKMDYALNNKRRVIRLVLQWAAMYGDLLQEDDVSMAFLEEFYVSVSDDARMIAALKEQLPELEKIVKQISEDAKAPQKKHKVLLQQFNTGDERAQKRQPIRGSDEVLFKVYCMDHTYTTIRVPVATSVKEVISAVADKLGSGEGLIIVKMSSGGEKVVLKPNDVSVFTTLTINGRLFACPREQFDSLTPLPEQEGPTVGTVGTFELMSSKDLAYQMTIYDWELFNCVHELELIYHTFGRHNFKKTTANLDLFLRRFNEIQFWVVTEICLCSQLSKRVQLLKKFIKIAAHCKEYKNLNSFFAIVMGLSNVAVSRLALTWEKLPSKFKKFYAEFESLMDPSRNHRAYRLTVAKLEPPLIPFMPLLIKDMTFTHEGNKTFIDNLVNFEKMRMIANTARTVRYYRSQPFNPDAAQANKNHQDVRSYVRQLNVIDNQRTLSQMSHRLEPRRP
EPAC1 ag = agonists of human EPAC1 | hit rate 0.073% among 360,000 | EPAC1 agonist qHTS, biochemical assay; response scale: 100% = response to 6.5 mM cAMP | AID 720707 | Potency, µM (top dose mostly 154 µM), for inactives: at the top dose activation, most hits filed as activators | O95398; further: nearly all actives have a fitted effect of over 60% in size
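Fluorescent GDP-exchange assay: 100 nM EPAC1 with 250 nM Rap1B preloaded with BODIPY-GDP and 50 uM GDP; compounds tested as concentration series, 5 min at room temperature, then read every 5 min for 30 min (ex 480/em 540 nm); normalized to 6.5 mM cAMP.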
PTHR1 agonist = activates the human parathyroid hormone receptor PTHR1; HEK293 GP2 PTHR1 cells, GloSensor cAMP luminescence, 1 h; Q03431; Potency, µM (doses to about 115 µM), inactives show top-dose activation, usual class: activators; hit rate 0.075% among 410,000; further: nearly all actives have a fitted effect of over 55% in size; some results filed as inactive show a strong effect at the top dose; inactives centre near -15; many of its hits are not listed in these tables
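HEK-293-derived GP2 cells expressing PTHR1 and a GloSensor cAMP reporter, 3,000/well, plated overnight, given luciferin plus IBMX (each 0.5 mM as added) for 1 h at 37 °C, then compound for 1 h at 37 °C. Luminescence was read after 15 min at room temperature.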
TDP43 rescue = inhibitors of TDP-43 toxicity in yeast. TDP-43 expressing yeast growth rescue, BacTiter-Glo, 24 h. Potency, µM (titrated, usually from 46.1 µM), for inactives: at the highest dose growth rescue (activation), usual class: activators. hit rate 1.8% among 410,000; further: % of control where 0% means no effect; nearly all actives have a fitted effect of over 50% in size
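Cell-based yeast growth screen: TDP-43 expression induced in galactose, inoculum OD600=0.02 after raffinose pregrowth to mid-log. Read-out BacTiter-Glo luminescence at 24 hr, 30 deg C; inhibition of toxicity seen as signal increase.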
aSyn yeast inh = inhibitors of alpha-synuclein toxicity in yeast. Yeast expressing alpha-synuclein, growth rescue, BacTiter-Glo, 24 h. Potency, µM (titrated, usually from 46.1 µM), inactives show top-dose growth rescue (activation), most hits filed as activators. hit rate 0.14% among 370,000; further: % of control where 0% means no effect; nearly all actives have a fitted effect of over 65% in size
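Rescue of yeast growth: cells expressing toxic alpha-synuclein, induced in galactose at OD600 0.02, incubated with compound 24 h at 30 C. ATP luminescence quantified growth; inhibitors of toxicity appear as activators.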
EPAC2 agonist = EPAC2 (human) agonism; Potency, µM (highest dose often 154 µM), inactives show top-dose activation, actives largely listed as activators; hit rate 0.079% among 360,000; EPAC2 activation, biochemical qHTS; response scale: 100% = 6.5 mM cAMP response; Q8WZA2; AID 720711; further: nearly all actives have a fitted effect of over 50% in size
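Compounds were titrated in qHTS against a Rap1B-BODIPY-GDP (250 nM) complex with EPAC2 (100 nM) and GDP (50 uM). BODIPY-GDP release tracked at 480/540 nm over 30 min at room temperature, normalized to 6.5 mM cAMP.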
Starred values were filed as active, the others as inactive; i = inactive; ? = inconclusive; / = not tested or not shown; [ ] = dose if it differs, or a comment. The call rests on the fitted dose curve; in most records, active means well fitted curve in the direction sought with a large enough effect; inconclusive means small, poorly fitted or top-dose-only effect, or another doubt; inactive means no such curve, though single readings can be large; an effect the other way counts as inactive or inconclusive. Potency means the concentration at half of the fitted maximal effect.

molecule	EPAC1 ag	PTHR1 agonist	EPAC2 antagonist	FUS yeast rescue	aSyn yeast inh	TDP43 rescue	EPAC1 antag	EPAC2 agonist
CSc1ccc(CN2CCC2(C)C(=O)Nc2cccc(Oc3ccccc3)c2)cc1 (configuration not stated)	2%	-38%[inhibitor]	9%	16%	-9%	-3%	2%	15%
NS(=O)(=O)c1cnccc1Nc1cccc(F)c1	8%	i	0%	-13%	-5%	-9%	0%	8%
CSc1cccc(N2CC(C(=O)NCCC3=CCCCC3)CC2=O)c1 (configuration not stated)	0%	-8%	-28%	14%	4%	?	-4%	-4%
CCC(c1nc2ccccc2[nH]1)N(Cc1cccnc1)C(=O)c1cc(-c2ccccc2)on1 (configuration not stated)	-9%	i	10%	20%	16%	5%	?	4%
CCOC(=O)c1ccc(NC(=O)C(C)N2C(=O)c3ccccc3C2=O)cc1 (configuration not stated)	-4%	-1%[57.5 µM]	0%	9%	8%	16%	-1%	-2%
CCOC(=O)N1CCN(CCC(=O)Nc2cc(C)ccc2OC)CC1	-8%	i	-18%	1%	1%	-19%	6%	15%
CCOc1cccc(/C(O)=C2/C(=O)C(=O)N(CCOC)C2c2ccncc2)c1 (configuration not stated)	-4%	i	-2%	7%	2%	-2%	3%	-3%
CC1=NN(C(N)=S)C(=O)C1N=Nc1ccc(Br)cc1 (configuration not stated)	4%	-49%[inhibitor]	-8%	-1%	-17%	?	2%	15%
COc1c(C(O)CC(C)C)ccc2c1C(=O)OCc1cc(C)cc(O)c1O2 (configuration not stated)	-19%	-47%[inhibitor]	-17%	16%	14%	30%	-10%	6%
COc1cc(CCC(=O)N2CCN(S(=O)(=O)c3ccc(C)c(C)c3)CC2)cc(OC)c1OC	-9%	?	10%	?	0%	0%	14%	5%
CC1(C)OC(=O)N(CC(=O)Nc2ccccc2)C1(C)O (configuration not stated)	1%	-18%	6%	-14%	-2%	22%	0%	10%
COc1cc(-c2c(-c3ccc4c(c3)OCO4)noc2C)ccc1F	-15%	-14%	-22%	-3%	-20%	10%	0%	25%
Cc1cccc(NC(=O)NNC(=O)c2cc3ccccc3cc2O)c1C	12%	i	3%	-7%	-15%	12%	-27%	5%
COCCOc1ccc(C(F)(F)F)cc1NC(=O)CN1C(=O)NC2(CCCc3ccccc32)C1=O (configuration not stated)	-12%	-1%	-2%	?	-2%	-16%	-9%	0%
Cn1c(/C(C#N)=C/c2cccc(O)c2)nc2ccccc21	5%	-36%[inhibitor]	-1%	19%	9%	1%	-36%	3%
CC1=CC(C)(C)NC(=S)N1c1cc(C)cc(C)c1	-6%	-13%	-20%	6%	-16%	?	-18%	9%
CC(C)[C@@H](NC(=O)C1CCN(C(=O)[C@@H]2CCCN2C(=O)OC(C)(C)C)CC1)C(=O)NCc1ccc(F)cc1	-23%	-16%	7%	3%	-1%	-9%	4%	-4%
Cc1sc2ncnc(N3CCC(C(=O)Nc4ccccc4C(C)(C)C)CC3)c2c1C	?	-31%[inhibitor]	7%	14%	-2%	19%	?	1%
COC(=O)CCCn1cc(CN2CC(N3CCCCC3)CS2(=O)=O)nn1 (configuration not stated)	-5%	-14%	8%	-16%	-11%	12%	-4%	3%
CC(=O)N1CCN(c2ccccc2NC(=O)c2ccc(C#N)cc2F)CC1	6%	i	2%	14%	-17%	-18%	6%	6%
Cc1nc(SCc2ccccc2)n[nH]1	9%	i	23%	-33%	-5%	16%	-6%	9%
COc1ccc(NC(=O)C(=O)c2cn(CC(=O)N3CCCC3)c3ccccc23)cc1	5%	i	-8%	7%	-4%	-10%	11%	0%
Cc1sc(NC(=O)CSc2nnc(COc3ccccc3)n2C)c(C#N)c1C	-8%	i	6%	-3%	0%	1%	17%	-10%
O=C(C1CCCCN1S(=O)(=O)c1ccc(F)cc1)N1CCN(c2ccccc2F)CC1 (configuration not stated)	1%	-8%	-12%	26%	9%	19%	13%	27%
COC(=O)C1=C(C)N(Cc2ccco2)C(=O)C1	-2%	i	8%	32%	1%	2%	-16%	5%

3 entries from above, sorted by the value under EPAC1 antag, rising:
SMILES	PTHR1 agonist	EPAC2 antagonist	EPAC1 antag
Cn1c(/C(C#N)=C/c2cccc(O)c2)nc2ccccc21	-36%[inhibitor]	-1%	-36%
CSc1cccc(N2CC(C(=O)NCCC3=CCCCC3)CC2=O)c1 (configuration not stated)	-8%	-28%	-4%
COc1cc(CCC(=O)N2CCN(S(=O)(=O)c3ccc(C)c(C)c3)CC2)cc(OC)c1OC	?	10%	14%

Next part.
molecule	EPAC1 ag	PTHR1 agonist	EPAC2 antagonist	FUS yeast rescue	aSyn yeast inh	TDP43 rescue	EPAC1 antag	EPAC2 agonist
COc1ccc(C(=O)NC(=S)Nc2ccc(S(N)(=O)=O)cc2)cc1	-5%	i	17%	6%	-4%	-24%	-7%	7%
CN(C)CCCN(Cc1cc2cc3c(cc2[nH]c1=O)OCO3)C(=S)NCc1ccco1	-2%	i	4%	2%	-4%	-8%	2%	9%
COc1ncnc2c1ncn2CCCN(C)Cc1ccco1	-10%	-10%	8%	-15%	-1%	-12%	10%	12%
Cn1c(SCC(=O)c2ccccc2)nnc1-c1ccccn1	5%	-1%	5%	5%	7%	-18%	18%	2%
COc1cccc(CN(C(=O)Cn2nnc(-c3ccccc3F)n2)C(C(=O)NC(C)(C)C)c2ccncc2)c1 (configuration not stated)	-9%	-9%	6%	18%	0%	0%	-8%	16%
Cc1nc(C(=O)Nc2ccc(Cl)cc2)sc1C1(C)CC(c2cccc([N+](=O)[O-])c2)=NO1 (configuration not stated)	-16%	i	6%	?	1%	18%	-12%	-3%
COc1ccc(-c2cc(CNC(=O)CCl)on2)cc1	-8%	-39%[inhibitor][57.5 µM]	9%	-4%	-10%	1%	12%	7%
O=C(OCc1nnc(-c2ccccc2)o1)c1cc(Cl)ccc1[N+](=O)[O-]	8%	?	1%	-3%	1%	8%	-13%	14%
CC(C)CN(C(=O)c1ccc(N2CCCC2=O)cc1)C1CCS(=O)(=O)C1 (configuration not stated)	1%	-10%	1%	6%	-1%	-1%	12%	11%
COc1ccc2c(c1)nc(SCC(=O)c1cccs1)n2C	7%	i	-11%	-2%	12%	-8%	-16%	17%
O=C1CCCC2=C1C(c1cccs1)n1nc(SCc3ccc(C(=O)O)cc3)nc1N2 (configuration not stated)	7%	i	-5%	-24%	1%	8%	13%	0%
COC(=O)c1ccc(NC(=S)NC2CCCCC2C)cc1 (configuration not stated)	-1%	-7%	-1%	/	-13%	17%	-8%	3%
CCN(CC)C(=O)c1ccc(NS(=O)(=O)c2ccccc2)cc1	-7%	-21%	28%	11%	-2%	0%	-1%	0%
O=[N+]([O-])c1cc2cccnc2c2ncccc12	1%	-24%	0%	0%	11%	3%	-10%	8%
Cc1cc(C)cc(NC(=O)COC(=O)c2ccc(CN3CCCC3=O)cc2)c1	-7%	-1%	-5%	17%	5%	26%	-18%	-1%
Cc1nn(-c2ccccc2)c(NC(=O)c2ccccc2)c1Br	-1%	i	-5%	8%	0%	11%	0%	-1%
OC(COc1ccccc1)CN1CCN(c2ccccc2)CC1 (configuration not stated)	1%	i	4%	-5%	-8%	-16%	0%	-2%
CC(=O)N1c2ccc(S(=O)(=O)N3CCCCC3)cc2CC1C(=O)Nc1cccc(C)c1 (configuration not stated)	-3%	-8%	7%	36%	4%	8%	1%	-1%
C=CC[C@@H](CC(=O)N(CCO)Cc1ccccc1)C(=O)N[C@H](COC(=O)[C@H](CC=C)CC(=O)OC(C)(C)C)Cc1c[nH]c2ccccc12	-28%	i	-11%	?	7%	14%	-19%	-5%
Cc1cccc(NC(=O)CSc2ccc(-c3cccs3)nn2)c1C	-9%	i	11%	18%	8%	-17%	16%	-3%
CCn1c(=NC(=O)CS(=O)(=O)c2ccccc2)sc2cccc(OC)c21	-38%[inhibitor]	-33%[inhibitor]	-6%	26%	10%	?	-1%	10%
COc1ccc(Nc2nc3ccccc3nc2NS(=O)(=O)c2cccs2)cc1	12%	-28%[57.5 µM]	1%	10%	-2%	10%	0%	-2%
S=c1[nH]nc(-c2cc(-c3ccccc3)n[nH]2)n1/N=C/C=C/c1ccccc1	-3%	i	3%	8%	-7%	10%	0%	1%
O=S(Cc1ccc(Br)cc1)Cc1nnc(SCc2c(F)cccc2Cl)n1-c1ccccc1 (configuration not stated)	-6%	-27%	-15%	/	9%	14%	-20%	7%
Cc1cc(SC(C)C(=O)Nc2c(C)n(C)n(-c3ccccc3)c2=O)nc2ccccc12 (configuration not stated)	-3%	-36%[inhibitor][57.5 µM]	-3%	-15%	4%	10%	6%	3%
CCc1ccc(N2C(=O)CN(CC(=O)OC)C2=S)cc1	1%	-4%	3%	-1%	1%	-20%[9.22 µM]	-1%	6%
O=c1nc(N2CCOCC2)ccn1-c1nc(-c2ccccc2)oc1-c1ccccc1	-3%	-5%[57.5 µM]	5%	1%	0%	-11%	13%	2%
O=C(O)c1cc(S(=O)(=O)N2CCCCCC2)c(Cl)cc1Cl	9%	i	-3%	9%	-3%	-4%	0%	15%
CCOc1ccc(S(=O)(=O)n2cnc(C)c2)cc1	5%	-13%	-4%	-13%	-9%	10%	1%	14%
O=C(COC(=O)c1c(F)cccc1F)NCc1cccs1	-6%	i	4%	-23%	0%	-9%	-25%	5%
c1ccc(CCn2nnnc2C(c2cccnc2)N2CCN(c3nc4ccccc4s3)CC2)cc1 (configuration not stated)	17%	-21%[57.5 µM]	-5%	?	?	?	-7%	7%
COc1ccc(C)cc1NC(=O)Nc1ccncc1	-23%	i	9%	11%	-2%	-20%	?	8%
CCOC(=O)c1c(C)oc2ccc(N(C(C)=O)S(=O)(=O)c3c(C)cc(C)cc3C)cc12	/	i	/	-5%	10%	-17%	/	/
O=S(=O)(c1ccc(Cl)s1)N1CCC(Cc2ccccc2)CC1	3%	5%[57.5 µM]	1%	11%	-8%	-35%[inhibitor]	8%	5%
CCCCN1C(=O)C(=O)N(CC(=O)Nc2cc(Cl)ccc2OC)C1=O	6%	?	-10%	11%	6%	7%	6%	6%
Cc1nn(-c2ccccc2)nc1-c1nnc(-c2ccc(C(F)(F)F)cc2)o1	-10%	i	-2%	-30%	8%	12%	3%	1%

Not all compounds are listed; the hit share may differ from the screen's.
